LYP phosphatase: inhibitors of LYP phosphatase, biochemical, fluorescence intensity, uHTS (AID 1779) | one-dose inhibition, % at 11.5 µM; IC50 in µM for titrated hits | 290,000 compounds, 0.054% hits | recombinant LYP phosphatase, fluorescence intensity; higher % means a stronger effect;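 note: plate controls were vehicle with enzyme for no effect and no enzyme for full effect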
HIV fusion peptide: cell-free HIV fusion peptide-binding blockers – biochemical, uHTS, fluorescence dequenching, primary screen (AID 1986); cell-free peptide binding, fluorescence dequenching, 30 min; higher % means a stronger effect; one-dose inhibition, % at 20 µM; IC50 in µM for titrated hits; 290,000 compounds, 0.3% hits; in the data active = inhibition mostly above about 52%, no sharp cut-off; inactive = mostly below about 76%; note: some results filed as inactive read as strong as hits
SIAH1 antagonists: blockers of Siah-1 interaction with plectin peptide – biochemical, fluorescence polarization, rhodamine-plectin, uHTS, primary screen (AID 1817). Siah-1 / rhodamine-plectin peptide fluorescence polarization; higher % means a stronger effect. displacement, % at 20 µM; hits with a dose series show IC50 in µM. 290,000 compounds, 0.02% hits;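 active = displacement of at least 50% at 20 µM, with a fluorescence ratio check between 0.3 and a set limit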;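 note: plate controls were Siah plus tracer with DMSO for no effect and tracer alone without Siah for full effect; strong numbers were not always called active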
Myeloid diff 2: compounds promoting myeloid differentiation. AID 624256. 360,000 compounds, 1% hits. ER-HoxA9 myeloid progenitors, lysozyme-GFP differentiation, flow cytometry. calls only at 10 µM;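 active = normalized GFP-positive differentiation at or above the plate's own cutoff, the solvent-only control mean plus 3 SD; inconclusive = no clear call, values can overlap the other calls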;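 note: cells exposed to compound for four days before flow analysis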
XIAP displacement: XIAP antagonists, biochemical, IAP family, fluorescence polarization (AID 1018) | XIAP BIR domain, fluorescence polarization peptide displacement; higher % means a stronger effect | displacement, % at 20 µM, or IC50 in µM where a hit was titrated | 200,000 compounds, 0.007% hits; in the data active = displacement above about 50%; note: a part of the inactive calls stands beside numbers as strong as those of hits
AID2073: disruptors of CaV2.2 binding to Mint1 – biochemical, HTRF (AID 2073). HTRF protein-protein interaction, Mint1-CaV2.2; higher % means a stronger effect. inhibition, % at 20 µM; hits with a dose series show IC50 in µM. 290,000 compounds, 0.19% hits; in the data active = inhibition mostly above about 51%, no sharp cut-off; inconclusive = no clear call, values can overlap the other calls; inactive = mostly below about 53%; note: some results filed as inactive read as strong as hits
NS5 inhibitors: Dengue-2 NS5 methyltransferase inhibitors, primary screen, biochemical, confirmation dose response (AID 588689); Dengue-2 NS5 methyltransferase capping enzyme assay, biochemical; higher % means a stronger effect; 340,000 compounds, 0.3% hits; one-dose inhibition, % at 25 µM; IC50 in µM for titrated hits; in the data active = a potency from the dose series; inconclusive = inhibition above about 29% without an active follow-up result
NOD2 inhibition: inhibition of NOD2-driven NF-kB reporter – cell-based, luminescence, uHTS, HEK293 (AID 1566). HEK293 NOD2/NF-kB luciferase reporter, luminescence; higher % means a stronger effect. one-dose inhibition, % at 4 µM; EC50 in µM for titrated hits. 290,000 compounds, 0.63% hits; note: many of its hits are not listed in these tables
Hep lipid drop: hepatic lipid droplet formation modulation; 240,000 compounds, 0.4% hits; inhibition, % at 6.5 µM; AML12 mouse hepatocytes, oleate lipid droplets, BODIPY imaging; AID 1656;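 active = lipid droplet intensity inhibited by at least 50%, with more than 500 cells counted; inconclusive = wells with under 300 cells, treated as cytotoxic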
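Material – mouse AML12 hepatocyte cell line, fixed after treatment · Compound dosing – one dose, 6.5 µM compound · Times – compound with oleate, overnight · Measured by – Image-based BODIPY and DAPI two-channel analysis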
Hep lipid drop cells 6.5 µM: also measured in Hep lipid drop; calls as there; cell count; measured here: cell count, cytotoxicity flag;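 cells counted across two imaged fields per well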
NS5 inhibitors pilot replicate: second read-out of NS5 inhibitors, no call of its own (marks repeat the call); inhibition, %; measured here: pilot screen replicate inhibition
Myeloid diff 2 GFP+ MAC1+ %: also measured in Myeloid diff 2; calls as there; GFP+ MAC1+ double positive, %; measured here: differentiation confirmed by MAC1 staining
Numbers without * were called inactive; i = inactive; ? = inconclusive; · = not tested or not shown; + = active, no number. Cut-off read from the data, not from the text of the source, unless noted: active = inhibition above about 50%; inactive = the rest.

SMILES | LYP phosphatase | HIV fusion peptide | SIAH1 antagonists | Myeloid diff 2 | Myeloid diff 2 GFP+ MAC1+ % | XIAP displacement | AID2073 | NS5 inhibitors | NOD2 inhibition | Hep lipid drop | Hep lipid drop cells 6.5 µM | others
COc1ccc(C(C(=O)Nc2ccc(F)cc2)N(C(=O)Cn2nnc3ccccc32)C2CC2)cc1 (centres undefined) | 6% | 0.3% | 0% | i | 6.1 | -6.0% | 15% | 1% | 20% | · | ·
CC(C)CC1(C)NC(=O)N(CC(=O)Nc2ccc3c(c2)CCC3)C1=O (centres undefined) | -3% | 0.8% | 10% | i | 0.0 | -4.3% | 1% | -7% | -2% | -21 | 608
Cc1ncc([N+](=O)[O-])n1CC(=O)N/N=C/c1ccc(F)cc1 | 2% | 1.1% | 5% | + | 0.7* | -2.8% | 3% | 0% | 5% | 0 | 712
COc1ccc(NC(=O)CSc2nccn2Cc2ccccc2)cc1 | 2% | -2.2% | -3% | i | 0.6 | · | 4% | -6% | -48% | -96 | 692
CC(=O)NCCn1c(SCC(=O)NCC2CCCO2)nc2ccccc2c1=O (centres undefined) | -4% | -0.3% | -1% | i | 1.8 | -10% | 21% | -9% | 5% | 14 | 733
Cc1sc2ncnc(N(C)Cc3cccs3)c2c1C | -8% | -2.5% | 10% | i | 0.5 | -3.5% | -3% | 0% | 21% | 17 | 812
COc1cc(C(F)(F)F)nc2c(Br)c(C(C)(C)C)nn12 | -6% | -1.1% | -4% | i | 0.6 | · | 3% | · | -4% | -6 | 751
CCOC(=O)CN1C(=O)NC2(CCCc3ccccc32)C1=O (centres undefined) | -7% | -1.9% | 2% | i | 0.9 | · | 10% | -6% | 7% | 0 | 836
Cc1ccc(N(CC(=O)N2CCCCC2)S(=O)(=O)c2ccc(C)cc2)cc1 | 3% | 0.0% | 8% | i | 1.2 | 1.4% | 23% | 1% | 4% | -7 | 632
Cc1ccc(S(=O)(=O)N2C(=S)SCC2(C)C)cc1 | -8% | 3.4% | 1% | · | · | -3.8% | -4% | · | 0% | · | ·
CC(C)Nc1nnc(SCC(=O)Nc2ccc3c(c2)C(=O)c2ccccc2C3=O)s1 | 0% | 2.4% | 5% | i | 2.2 | -5.8% | 6% | 1% | -15% | 22 | 698
CCSc1nc2ccccc2n1CCC(=O)O | 0% | -1.6% | 1% | i | 1.5 | -4.4% | 2% | 2% | 2% | -16 | 681
COc1ccc(-c2csc3nc(C)nc(N4CCC(C)CC4)c23)cc1OC | 1% | 0.5% | -1% | i | 0.3 | -0.3% | -4% | -5% | -2% | 4 | 725
CCOc1ccc(N2C(=O)Cc3ccccc3C2=O)cc1 | -9% | -0.2% | 0% | i | 2.6 | · | 17% | -4% | 0% | -12 | 769
COc1cc(C2Nc3cc(C)c(C)cc3NC3=C2C(=O)CC(C)(C)C3)ccc1OC(C)=O (centres undefined) | -4% | -0.5% | -2% | i | 1.1 | · | 5% | -1% | -1% | 0 | 845
Cc1ccc(Cl)cc1Nc1nc(-c2sc(NC(=O)C(C)(C)C)nc2C)cs1 | -4% | -2.5% | 1% | i | 0.8 | -28% | 15% | -4% | 18% | · | ·
Cc1ccc(S(=O)(=O)N2CCN(C(=O)NCc3ccc(C(=O)O)cc3)CC2)cc1 | -11% | -0.2% | -6% | i | 1.6 | · | 3% | 6% | -17% | 1 | 788
CC1C(=O)C(C)C(c2ccco2)NC1c1ccco1 (centres undefined) | -9% | 0.5% | -3% | i | 7.9 | -3.6% | 1% | -2% | 1% | -11 | 661
O=C(O)c1ccc2c(c1)C(=O)N(NC(=O)c1ccc(O)cc1)C2=O | -8% | 1.8% | -2% | i | 0.5 | -13% | 1% | -1% | 3% | -2 | 675
CCCC(CCC(=O)Nc1ccn(-c2ccccc2)n1)C(=O)O (centres undefined) | -10% | -2.8% | 4% | i | 0.9 | · | -9% | -2% | -16% | 6 | 693
CC(C(=O)NCc1ccccc1Cl)n1cc([N+](=O)[O-])cn1 (centres undefined) | -11% | -0.5% | 3% | i | 0.3 | · | 9% | 3% | 9% | -17 | 767 | NS5 inhibitors pilot replicate=2.1
O=C(Nc1ccc(COc2ccccc2)cc1)Oc1ccccc1N1CCOCC1 | -6% | -1.7% | 12% | i | 0.3 | · | -10% | 15% | -12% | 8 | 738
COc1ccc(S(=O)(=O)Nc2ccc(S(=O)(=O)Nc3ccc(F)cc3)cc2)cc1C | 0% | 4.8% | 5% | i | 0.8 | -16% | 6% | -6% | 3% | -36 | 739
O=C(CN1C(=O)c2ccccc2S1(=O)=O)NCc1ccccn1 | -1% | 0.1% | -4% | i | 0.8 | -1.2% | -6% | -5% | -10% | -4 | 701
CCOC(=O)c1c(-c2ccc(C)o2)csc1NC(=O)CN1CCCCC1 | -1% | -2.3% | -4% | i | 0.2 | -6.5% | 45% | 0% | 2% | -12 | 649
O=C(N1CCOCC1)N1CCN(c2ccccc2F)CC1 | -8% | 0.8% | -4% | i | 6.8 | -1.3% | -1% | 3% | 9% | · | ·
COc1ccc(-c2csc(Cc3nnc(N4CCOCC4)n3-c3ccccc3)n2)cc1 | -5% | 0.9% | 0% | i | 1.2 | -3.9% | 7% | -4% | 7% | · | ·
CCOC(=O)c1c(N)sc2c1CCS(=O)(=O)C2 | 10% | 2.8% | 11% | i | 1.2 | -4.4% | 2% | 65% | -6% | · | ·
COc1ccc(C(=O)NC(=S)Nc2ccc3oc(=O)ccc3c2)cc1OC | -9% | -1.2% | 6% | i | 0.8 | -11% | -14% | -2% | 13% | -7 | 589
CC(C)(C)NC(=O)/C=N/O | -7% | -2.5% | 5% | i | 0.5 | -5.2% | 8% | 7% | 3% | -3 | 653
CCOC(=O)C1CCN(C(=O)c2cc(COc3ccc(OC)c4ccccc34)on2)CC1 | -1% | 0.2% | 4% | i | 3.4 | · | -5% | 4% | -99% | -12 | 767
Cc1oc(-c2ccccc2F)nc1CS(=O)(=O)CC(=O)NC1CCCC(C)C1C (centres undefined) | -9% | -2.0% | -6% | i | 1.2 | · | 2% | -14% | 12% | -11 | 681
C=C(C)COc1ccc(-c2nc(N)ncc2-c2ccccc2OC)c(O)c1 | 10% | -2.4% | 6% | i | 0.1 | · | 3% | -1% | 7% | 0 | 713
O=c1cc(CSc2nnnn2-c2ccccc2)nc2nc[nH]n12 | 2% | 3.0% | 1% | i | 0.9 | -5.5% | 0% | -2% | -5% | -8 | 720
CC(=O)NC(C)Cc1cn(Cc2ccccc2)c2ccccc12 (centres undefined) | -11% | -3.0% | 1% | i | 1.0 | · | 4% | -4% | -4% | -23 | 882
Cc1onc(-c2ccccc2Cl)c1C(=O)Nc1ccccc1 | -7% | -0.8% | 0% | i | 1.0 | -1.4% | -4% | · | 9% | -17 | 756
c1ccc(-c2cnc(-c3ccccc3)nc2)cc1 | 6% | 2.8% | 2% | i | 8.2 | -1.1% | 20% | -3% | -185% | 0 | 786
CC(=O)Nc1ccc(S(=O)(=O)NCCC(=O)Nc2cccc(Cl)c2)cc1 | -7% | 0.2% | 0% | i | 1.3 | · | 1% | -12% | 15% | 21 | 836
Cc1ccccc1NC(=O)C1CCCN(S(=O)(=O)c2ccc3c(c2)C(C)(C)C(=O)N3C)C1 (centres undefined) | 1% | 2.3% | 0% | i | 1.8 | · | 20% | 2% | 1% | 1 | 757
COc1ccc(C(=O)c2sc3nc(-c4ccc(OC)cc4)ccc3c2N)cc1 | 2% | 0.8% | 0% | i | 0.2 | -7.8% | -12% | -11% | 4% | 9 | 594
COCCCNC(=O)/C(C#N)=C/c1c(N2CCN(c3ccccc3)CC2)nc2c(C)cccn2c1=O | -3% | 16% | -1% | i | 1.3 | · | 8% | ? | 8% | -3 | 801
COc1cccc(-c2c(C#N)c(N)nc3c2c(=O)nc2sccn23)c1 | -4% | -1.5% | 4% | · | · | -4.8% | 6% | · | 12% | 13 | 702
Cc1occc1C(=O)N(C)Cc1nc(-c2ccccc2)no1 | -11% | 2.1% | 15% | i | 0.8 | · | 6% | -10% | 4% | 2 | 797
CC(NCc1ccc(S(N)(=O)=O)cc1)C(=O)Nc1cccc(Cl)c1 (centres undefined) | -8% | 0.0% | 0% | i | 0.3 | · | 7% | -14% | 7% | -1 | 733
O=C1N/C(=C\c2nc3ccccc3s2)c2ccccc21 | -5% | 3.0% | 2% | · | · | · | 20% | · | -212% | 24 | 798
O=C(N/N=C\c1cn(-c2ccccc2)nc1-c1ccccc1)c1ccc(Br)o1 | 4% | 0.4% | 0% | i | 0.5 | -4.7% | 4% | -3% | -22% | · | ·
O=[N+]([O-])c1ccc(S(=O)(=O)NNC(=S)NCCc2ccccc2)cc1 | -4% | -0.4% | 0% | i | 0.6 | · | -2% | -6% | 10% | -2 | 680
Cc1cc(-c2ccc(C)c(S(=O)(=O)NCCCN(Cc3ccccc3)C(C)C)c2)on1 | -10% | -0.8% | -3% | i | 9.6 | · | 10% | 3% | 23% | -13 | 649
Clc1ccc(CNCC2CCCO2)cc1 (centres undefined) | -16% | 1.4% | -9% | i | 0.1 | · | 8% | -3% | 15% | · | · | NS5 inhibitors pilot replicate=1.8
CNC(=S)NCc1ccc(OC)cc1 | -6% | -0.9% | 4% | i | 0.8 | -1.9% | 0% | 3% | 4% | 2 | 642
CCN(CC)C(=O)CN1CCN(c2ncccn2)CC1 | 2% | 0.1% | 7% | i | 6.6 | -2.8% | -7% | -3% | -6% | · | ·
CNC(=O)c1ccc(Oc2ccc(C(=O)NC)cc2)cc1 | -13% | -3.8% | 0% | i | 6.0 | -6.2% | -8% | -6% | 3% | · | ·
O=C(c1noc2c1CCCC2)N1CCN(C(c2ccccc2)c2ccccc2)CC1 | 6% | 0.8% | -2% | · | · | -3.7% | -8% | · | 5% | 4 | 686

Ordered by formula weight (largest number first): part of the list above.
SMILES | LYP phosphatase | HIV fusion peptide | SIAH1 antagonists | Myeloid diff 2 | Myeloid diff 2 GFP+ MAC1+ % | XIAP displacement | AID2073 | NS5 inhibitors | NOD2 inhibition | Hep lipid drop | Hep lipid drop cells 6.5 µM | others
CCOC(=O)C1CCN(C(=O)c2cc(COc3ccc(OC)c4ccccc34)on2)CC1 | -1% | 0.2% | 4% | i | 3.4 | · | -5% | 4% | -99% | -12 | 767
Cc1ccc(N(CC(=O)N2CCCCC2)S(=O)(=O)c2ccc(C)cc2)cc1 | 3% | 0.0% | 8% | i | 1.2 | 1.4% | 23% | 1% | 4% | -7 | 632
CC(C)CC1(C)NC(=O)N(CC(=O)Nc2ccc3c(c2)CCC3)C1=O (centres undefined) | -3% | 0.8% | 10% | i | 0.0 | -4.3% | 1% | -7% | -2% | -21 | 608
Clc1ccc(CNCC2CCCO2)cc1 (centres undefined) | -16% | 1.4% | -9% | i | 0.1 | · | 8% | -3% | 15% | · | · | NS5 inhibitors pilot replicate=1.8

Compound activity deposited in PubChem by several laboratories.

This is a subset; rates above refer to the full screens.
